TcdB GH inh: inhibitors of Clostridioides difficile toxin B glycohydrolase | TcdB glycohydrolase enzymatic assay, plate reader | AID 652162 | P18177 | 350,000 tested, 0.24% active | inhibition, % at 9.99 µM; in the data active means inhibition above about 10%
Target sequence (P18177 whole entry, looked up): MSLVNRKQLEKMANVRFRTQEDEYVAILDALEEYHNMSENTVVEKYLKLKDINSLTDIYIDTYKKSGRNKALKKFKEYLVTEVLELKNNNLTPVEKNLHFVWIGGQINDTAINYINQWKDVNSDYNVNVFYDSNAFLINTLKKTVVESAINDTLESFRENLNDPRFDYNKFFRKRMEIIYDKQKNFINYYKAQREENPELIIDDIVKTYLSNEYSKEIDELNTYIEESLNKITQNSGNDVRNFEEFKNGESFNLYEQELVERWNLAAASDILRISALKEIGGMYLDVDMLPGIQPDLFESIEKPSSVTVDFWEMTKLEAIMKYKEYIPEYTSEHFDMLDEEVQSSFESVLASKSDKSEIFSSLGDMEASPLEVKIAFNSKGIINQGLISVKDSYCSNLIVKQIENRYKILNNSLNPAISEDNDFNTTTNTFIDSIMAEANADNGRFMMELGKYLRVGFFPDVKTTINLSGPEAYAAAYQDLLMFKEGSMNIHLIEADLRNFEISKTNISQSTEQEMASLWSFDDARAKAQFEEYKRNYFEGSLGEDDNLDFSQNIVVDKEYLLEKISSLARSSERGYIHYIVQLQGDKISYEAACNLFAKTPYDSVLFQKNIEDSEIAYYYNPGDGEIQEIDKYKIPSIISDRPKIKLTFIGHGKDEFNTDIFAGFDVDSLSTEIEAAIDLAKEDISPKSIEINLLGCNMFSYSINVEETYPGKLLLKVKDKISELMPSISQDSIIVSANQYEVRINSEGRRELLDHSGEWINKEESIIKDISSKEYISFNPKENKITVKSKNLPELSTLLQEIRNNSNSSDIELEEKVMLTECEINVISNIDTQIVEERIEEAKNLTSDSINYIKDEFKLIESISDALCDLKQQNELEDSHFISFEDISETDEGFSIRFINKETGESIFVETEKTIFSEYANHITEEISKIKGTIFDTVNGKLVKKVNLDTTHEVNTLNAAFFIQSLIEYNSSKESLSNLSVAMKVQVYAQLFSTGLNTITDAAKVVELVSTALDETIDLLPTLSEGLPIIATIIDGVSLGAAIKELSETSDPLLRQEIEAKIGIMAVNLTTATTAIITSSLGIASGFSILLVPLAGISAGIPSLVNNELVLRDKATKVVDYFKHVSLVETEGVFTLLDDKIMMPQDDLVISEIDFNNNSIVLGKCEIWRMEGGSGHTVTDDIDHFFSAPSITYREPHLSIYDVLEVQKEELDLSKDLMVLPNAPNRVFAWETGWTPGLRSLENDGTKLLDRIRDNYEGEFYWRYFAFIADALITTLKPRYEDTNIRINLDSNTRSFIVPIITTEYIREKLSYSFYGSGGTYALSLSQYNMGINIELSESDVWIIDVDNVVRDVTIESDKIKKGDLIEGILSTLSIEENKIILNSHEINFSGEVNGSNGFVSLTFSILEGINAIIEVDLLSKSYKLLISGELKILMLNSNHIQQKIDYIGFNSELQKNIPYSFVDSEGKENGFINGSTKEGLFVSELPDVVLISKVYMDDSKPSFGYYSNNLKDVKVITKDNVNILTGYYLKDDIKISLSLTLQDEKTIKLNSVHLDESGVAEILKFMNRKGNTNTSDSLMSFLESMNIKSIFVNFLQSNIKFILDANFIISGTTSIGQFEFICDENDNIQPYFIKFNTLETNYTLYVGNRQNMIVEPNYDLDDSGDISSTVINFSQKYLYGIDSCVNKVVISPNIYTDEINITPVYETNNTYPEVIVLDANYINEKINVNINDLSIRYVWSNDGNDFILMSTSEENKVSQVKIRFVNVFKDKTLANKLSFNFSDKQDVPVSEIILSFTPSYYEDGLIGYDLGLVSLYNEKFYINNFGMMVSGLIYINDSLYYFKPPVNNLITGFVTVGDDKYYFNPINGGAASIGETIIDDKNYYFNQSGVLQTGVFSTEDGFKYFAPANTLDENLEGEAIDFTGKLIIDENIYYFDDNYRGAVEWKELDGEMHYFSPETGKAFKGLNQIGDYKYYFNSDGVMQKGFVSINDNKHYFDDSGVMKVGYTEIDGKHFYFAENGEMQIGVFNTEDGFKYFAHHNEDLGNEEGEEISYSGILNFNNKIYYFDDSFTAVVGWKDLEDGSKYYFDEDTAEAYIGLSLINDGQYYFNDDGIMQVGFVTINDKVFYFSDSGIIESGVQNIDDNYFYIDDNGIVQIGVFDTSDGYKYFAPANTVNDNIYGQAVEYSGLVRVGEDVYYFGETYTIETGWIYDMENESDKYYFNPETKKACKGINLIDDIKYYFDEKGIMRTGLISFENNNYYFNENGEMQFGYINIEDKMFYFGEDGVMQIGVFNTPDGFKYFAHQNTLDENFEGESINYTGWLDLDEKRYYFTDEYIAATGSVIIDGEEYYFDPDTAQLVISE
* hit, by the source's call; & = joins results of further samples. These rows are one share of the data; rates above refer to the full screens.

SMILES | TcdB GH inh
C[C@H](CO)N1C[C@H](C)[C@H](CN(C)S(=O)(=O)c2ccc(Cl)cc2)Oc2ccc(NC(=O)CCC(F)(F)F)cc2CC1=O | -0.8
O=C(C[C@H]1CC[C@@H]2[C@H](COC[C@@H](O)CN2Cc2ccc(Oc3ccccc3)cc2)O1)N1CCc2ccccc2C1 | 0.3
C[C@@H]1CCCCO[C@H](CN(C)C(=O)C2CCCCC2)[C@H](C)CN([C@H](C)CO)C(=O)c2cc(NS(=O)(=O)c3ccccc3)ccc2O1 | 0.4
C[C@@H]1CCCCO[C@H](CN(C)Cc2ccc(Cl)c(Cl)c2)[C@@H](C)CN([C@@H](C)CO)C(=O)c2cc(NC(=O)Nc3cccc4ccccc34)ccc2O1 | -7.4
O=C(C[C@H]1CC[C@H]2[C@@H](COC[C@H](O)CN2C(=O)Nc2ccc(Cl)c(Cl)c2)O1)NCc1ccncc1 | 13*
C[C@H](CO)N1C[C@H](C)[C@H](CN(C)C(=O)Nc2ccccc2)Oc2c(NS(=O)(=O)c3ccccc3)cccc2C1=O | 0.1
O=C(Cc1ccncc1)NCC[C@H]1CC[C@@H](NC(=O)Nc2cccc(F)c2)[C@H](CO)O1 | 0.1
COc1ccc2c3c(n(C)c2c1)[C@@H](CO)N(CC1CC1)CC31CCN(C(=O)c2cccc(F)c2)CC1 | -0.3
C[C@@H]1CCCCO[C@@H](CN(C)C(=O)Nc2ccc(F)cc2)[C@@H](C)CN([C@@H](C)CO)C(=O)c2cc(NC(=O)C3CCCCC3)ccc2O1 | 0.3
COCC(=O)N(C)C[C@@H]1Oc2ncc(-c3ccc(C#N)cc3)cc2C(=O)N([C@H](C)CO)C[C@@H]1C | -1.2
Cc1noc(C)c1NC(=O)N(C)C[C@H]1Oc2ccc(NS(C)(=O)=O)cc2C(=O)N([C@H](C)CO)C[C@@H]1C | 0.1
O=C(Nc1ccccc1)N1CCCCN2[C@H](C1)[C@H](c1ccc(C#Cc3ccccc3)cc1)[C@@H]2CO | 1.4

6 entries picked at random from those above, as already listed:
SMILES | TcdB GH inh
COc1ccc2c3c(n(C)c2c1)[C@@H](CO)N(CC1CC1)CC31CCN(C(=O)c2cccc(F)c2)CC1 | -0.3
O=C(Nc1ccccc1)N1CCCCN2[C@H](C1)[C@H](c1ccc(C#Cc3ccccc3)cc1)[C@@H]2CO | 1.4
C[C@@H]1CCCCO[C@H](CN(C)Cc2ccc(Cl)c(Cl)c2)[C@@H](C)CN([C@@H](C)CO)C(=O)c2cc(NC(=O)Nc3cccc4ccccc34)ccc2O1 | -7.4
COCC(=O)N(C)C[C@@H]1Oc2ncc(-c3ccc(C#N)cc3)cc2C(=O)N([C@H](C)CO)C[C@@H]1C | -1.2
C[C@H](CO)N1C[C@H](C)[C@H](CN(C)C(=O)Nc2ccccc2)Oc2c(NS(=O)(=O)c3ccccc3)cccc2C1=O | 0.1
Cc1noc(C)c1NC(=O)N(C)C[C@H]1Oc2ccc(NS(C)(=O)=O)cc2C(=O)N([C@H](C)CO)C[C@@H]1C | 0.1

New compounds follow
SMILES | TcdB GH inh
O=C(C1CC1)N1CC2(C1)[C@H](c1ccccc1)[C@@H](CO)N2C(=O)CC1CC1 | 0.7
C[C@@H]1CN([C@@H](C)CO)C(=O)Cc2cc(NC(=O)Cn3cnnn3)ccc2O[C@H]1CN(C)C(=O)Nc1ccc2c(c1)OCO2 | 0.0
C[C@@H]1CN([C@H](C)CO)S(=O)(=O)c2ccc(C3=CCCC3)cc2O[C@@H]1CN(C)S(=O)(=O)c1cn(C)cn1 | 0.6
C[C@H](CO)N1C[C@H](C)[C@@H](CN(C)C(=O)CN2CCOCC2)Oc2cc(C#Cc3cccc(F)c3)ccc2S1(=O)=O | -0.5
CO[C@@H]1CN(C)C(=O)c2ccc(NS(=O)(=O)c3cccc(C)c3)cc2OC[C@H](C)NC[C@@H]1C | -0.2
COc1ccc(NC(=O)N2CCCCN3[C@H](C2)[C@@H](c2ccc(C4=CCCC4)cc2)[C@@H]3CO)cc1 | -1.7
C[C@H](O)C#Cc1ccc2c(c1)O[C@@H](CN(C)Cc1ccc(-c3ccccc3)cc1)[C@@H](C)CN([C@@H](C)CO)S2(=O)=O | 0.8
COc1ccc(S(=O)(=O)N(C)C[C@H]2Oc3ccc(NC(=O)Cc4cn(C)c5ccccc45)cc3C(=O)N([C@H](C)CO)C[C@H]2C)cc1 | 1.1
CCNC(=O)C[C@@H]1CC[C@@H]2[C@@H](COc3ccc(NC(=O)C4CCCCC4)cc3C(=O)N2C)O1 | 0.7
O=S(=O)(c1ccccc1F)N1CCCCN2[C@H](CO)[C@H](c3ccc(-c4ccccc4)cc3)[C@H]2C1 | -0.5
O=C(NC[C@H]1[C@H](c2ccccc2)[C@H](CO)N1CC1CCCC1)c1ccncc1 | 3.1
N#C[C@H]1[C@@H](c2ccccc2)[C@@H](CO)N1C(=O)c1ccc2c(c1)OCO2 | -1.0
O=C(C1CCCCC1)N1CC(=O)N2[C@@H](CO)[C@@H](c3ccc(Br)cc3)[C@@H]2C1 | 0.3
C/C=C/c1ccc([C@H]2[C@@H](C#N)N(c3ncc(CC)s3)[C@@H]2CO)cc1 | -0.1
CO[C@H]1CN(C)C(=O)c2cc(NC(=O)C3CC3)ccc2OC[C@H](C)N(C(=O)c2ccccc2)C[C@@H]1C | 0.5
COc1ccc(CN(C)C[C@@H]2Oc3ccc(NC(=O)Nc4ccc(F)cc4)cc3C(=O)N([C@@H](C)CO)C[C@@H]2C)cc1 | 0.9
CO[C@@H]1CN(C)C(=O)c2ccc(NS(C)(=O)=O)cc2OC[C@H](C)N(Cc2nccs2)C[C@H]1C | -0.2
C[C@@H]1CN([C@H](C)CO)S(=O)(=O)c2ccc(C#Cc3ccccn3)cc2O[C@H]1CN(C)Cc1ccc(F)cc1 | 0.0
Cc1noc(C)c1S(=O)(=O)N(C)C[C@H]1OCCCC[C@@H](C)Oc2ccc(NC(=O)Nc3ccc(C(F)(F)F)cc3)cc2C(=O)N([C@@H](C)CO)C[C@@H]1C | 1.8
CCCNC(=O)N1[C@H](C#N)[C@H](c2ccc(C#Cc3cccc(F)c3)cc2)[C@H]1CO | 1.1
CC(C)NC(=O)N(C)C[C@H]1Oc2c(NS(=O)(=O)c3cn(C)cn3)cccc2C(=O)N([C@@H](C)CO)C[C@@H]1C | 0.4
C[C@H](CO)N1C[C@H](C)[C@H](CN(C)Cc2ccc(C(F)(F)F)cc2)Oc2ccc(NC(=O)CCN3CCOCC3)cc2C1=O | -0.2
COc1ccc(NC(=O)Nc2ccc3c(c2)CC(=O)N([C@@H](C)CO)C[C@@H](C)[C@@H](CN(C)S(=O)(=O)c2ccc(C)cc2)O3)cc1 | -17
C[C@H](CO)N1C[C@H](C)[C@H](CN(C)C(=O)c2ccccc2F)Oc2cc(C#CCN(C)C)ccc2S1(=O)=O | -0.8

Next part (2 carried over from the part before).
SMILES | TcdB GH inh
COc1ccc(NC(=O)Nc2ccc3c(c2)CC(=O)N([C@@H](C)CO)C[C@@H](C)[C@@H](CN(C)S(=O)(=O)c2ccc(C)cc2)O3)cc1 | -17
C[C@H](CO)N1C[C@H](C)[C@H](CN(C)C(=O)c2ccccc2F)Oc2cc(C#CCN(C)C)ccc2S1(=O)=O | -0.8
C[C@H]1CN([C@@H](C)CO)C(=O)c2cccc(NC(=O)Nc3ccc(C(F)(F)F)cc3)c2O[C@@H]1CN(C)CC1CC1 | -0.1
CNC[C@@H]1Oc2cc(C#Cc3ccccn3)ccc2S(=O)(=O)N([C@H](C)CO)C[C@H]1C | 0.7
O=S(=O)(c1ccc(F)cc1)N1[C@@H]2CNC[C@H]1C2c1ccc(-c2ccccc2)cc1 (stereo partly specified) | -1.1&-1.5
Cc1noc(C)c1NC(=O)N(C)C[C@H]1Oc2ccc(NS(=O)(=O)c3ccccc3)cc2C(=O)N([C@H](C)CO)C[C@H]1C | -0.8
CCC(=O)N[C@H]1CC[C@@H](CCNS(=O)(=O)c2ccc(Cl)cc2)O[C@H]1CO | 0.3
O=C(C[C@H]1CC[C@H](NC(=O)c2ccccc2)[C@H](CO)O1)NCc1ccncn1 | -0.8
C[C@@H]1CCCCO[C@@H](CN(C)C(=O)Nc2ccc3c(c2)OCO3)[C@H](C)CN([C@@H](C)CO)C(=O)c2cc(NC(=O)c3ccncc3)ccc2O1 | -0.8
CC(=O)N[C@H]1CC[C@H](CC(=O)NCC2CCCCC2)O[C@H]1CO | 0.9
C[C@H](NC(=O)C[C@H]1CC[C@@H](NC(=O)C2CCC2)[C@@H](CO)O1)c1ccccc1 | 0.2
C[C@@H]1CCCCO[C@@H](CN(C)C(=O)Nc2ccc(F)cc2)[C@H](C)CN([C@H](C)CO)C(=O)c2cc(NC(=O)C3CCCCC3)ccc2O1 | -0.3
C[C@H](CO)N1C[C@H](C)[C@@H](CN(C)CC2CCCCC2)OCCCC[C@H](C)Oc2ccc(NC(=O)Nc3cccc4ccccc34)cc2C1=O | 0.5
O=C(Nc1ccccc1)N1CC(=O)N2[C@H](C1)[C@@H](c1ccc(C#CC3CCCC3)cc1)[C@@H]2CO | -0.8
COc1ccccc1CNC(=O)C[C@H]1CC[C@H]2[C@@H](COC[C@H](O)CN2Cc2ccc3c(c2)OCO3)O1 | -7.0
Cc1ccc(-c2ccc3c(c2)O[C@H](CN(C)Cc2ccccn2)[C@@H](C)CN([C@@H](C)CO)S3(=O)=O)cc1 | 1.0
O=C(c1ccc2c(c1)OCO2)N1CC(=O)N2[C@H](CO)[C@@H](c3ccc(C#CC4CCCC4)cc3)[C@@H]2C1 | -0.3
COc1ccccc1CN1[C@@H]2CNC[C@H]1C2c1ccc(-c2ccncc2)cc1 (stereo partly specified) | 0.8
CCCC(=O)Nc1ccc2c(c1)OC[C@H](C)N(S(=O)(=O)c1cn(C)cn1)C[C@@H](C)[C@@H](OC)CN(C)C2=O | 0.2
N#C[C@@H]1[C@@H](c2ccccc2C2=CCCC2)[C@H](CO)N1C(=O)NC1CCCCC1 | 0.8
C[C@H]1CN([C@@H](C)CO)C(=O)Cc2cc(NS(=O)(=O)c3cccs3)ccc2O[C@@H]1CN(C)Cc1ccc(Oc2ccccc2)cc1 | -1.3
C[C@H](CO)N1C[C@H](C)[C@@H](CN(C)Cc2ccc(C(=O)Nc3ccccc3N)cc2)Oc2c(NC(=O)c3ccc(-c4nccs4)cc3)cccc2C1=O | -0.5
O=C(O)C[C@H]1CC[C@H](NC(=O)CCN2CCCCC2)[C@H](CO)O1 | -0.8
COCC(=O)N[C@@H]1C=C[C@H](CC(=O)NCc2ccc(Cl)cc2)O[C@@H]1CO | -0.1
CCC(=O)N1[C@@H]2c3ccc(C4=CCCCC4)c(=O)n3C[C@@H]2[C@@H](CO)[C@@H]1C(=O)NC1CCC1 | -0.5
CO[C@@H]1CN(C)C(=O)c2cc(NS(=O)(=O)c3cccc(C)c3)ccc2OC[C@H](C)NC[C@@H]1C | -1.5
CN1CCN(C(=O)[C@H]2[C@H](CO)[C@H]3Cn4c(ccc(-c5cncnc5)c4=O)[C@H]3N2CC2CCCC2)CC1 | 0.7
C[C@@H]1CCCCO[C@@H](CN(C)S(=O)(=O)c2ccccc2)[C@@H](C)CN([C@@H](C)CO)C(=O)c2cc(NC(=O)Nc3ccc(F)cc3)ccc2O1 | 0.3
C[C@@H]1CCCCO[C@@H](CN(C)S(C)(=O)=O)[C@@H](C)CN([C@@H](C)CO)C(=O)c2cc(NS(=O)(=O)c3ccc(Cl)cc3)ccc2O1 | -0.2
C[C@@H]1CN([C@H](C)CO)C(=O)Cc2cc(NC(=O)Nc3ccccc3)ccc2O[C@H]1CN(C)Cc1ccc(C(=O)O)cc1 | -2.1
C[C@@H]1CCCCO[C@@H](CN(C)C(=O)c2ccccc2)[C@@H](C)CN([C@@H](C)CO)C(=O)c2cc(NC(=O)NC3CCCCC3)ccc2O1 | -0.4
C/C=C/c1ccc(C2[C@H]3CNC[C@@H]2N3Cc2cc(-c3ccccc3)on2)cc1 (stereo partly specified) | 1.5&0.0
C[C@H]1CN([C@@H](C)CO)C(=O)Cc2cc(NC(=O)Nc3ccccc3)ccc2O[C@H]1CN(C)S(=O)(=O)c1cn(C)cn1 | -0.1
CC(C)CC#Cc1ccc2c(c1)O[C@@H](CN(C)Cc1ccc3c(c1)OCO3)[C@H](C)CN([C@H](C)CO)S2(=O)=O | 0.6
CC(=O)N(C)C[C@@H]1Oc2cc(C#Cc3ccccc3)ccc2S(=O)(=O)N([C@H](C)CO)C[C@H]1C | 1.2
CNC[C@H]1OCCCC[C@@H](C)Oc2ccc(NS(=O)(=O)c3ccc(OC)cc3)cc2C(=O)N([C@H](C)CO)C[C@@H]1C | -2.5
C[C@@H]1CN([C@H](C)CO)S(=O)(=O)c2ccc(C#Cc3ccncc3)cc2O[C@@H]1CN(C)S(=O)(=O)c1ccccc1 | -0.5
O=C(C[C@@H]1CC[C@@H]2[C@H](COC[C@@H](O)CN2C(=O)c2ccccc2)O1)N1CCOCC1 | 0.8
COc1ccc(S(=O)(=O)N(C)C[C@@H]2Oc3ccc(NC(=O)Cn4cnnn4)cc3CC(=O)N([C@H](C)CO)C[C@H]2C)cc1 | 0.2
O=C(CN1CCOCC1)N1CC2(C1)[C@H](c1ccccc1)[C@@H](CO)N2Cc1ccccc1 | -1.5
O=C(Cc1ccncc1)N1CCCCN2[C@H](C1)[C@H](c1ccc(C#CC3(O)CCCC3)cc1)[C@@H]2CO | 0.2
CCCC#Cc1ccc([C@H]2[C@@H](C#N)N(C(=O)CN3CCOCC3)[C@H]2CO)cc1 | 0.7
COc1ccccc1-c1cccc(-c2nc(C(=O)N3CCOCC3)cc3c2[C@H](CCO)N([S@@](=O)C(C)(C)C)C3)c1 | 0.4
CN(C)C(=O)C[C@H]1C[C@@H]2c3cc(NS(=O)(=O)c4ccccc4)ccc3O[C@@H]2[C@H](CO)O1 | 0.4
CN(C)C(=O)[C@@H]1[C@@H](CO)[C@@H]2Cn3c(ccc(/C=C/c4ccccc4)c3=O)[C@@H]2N1C(=O)c1cccnc1 | 0.1
C[C@H]1CN([C@@H](C)CO)C(=O)c2cc(C#CCc3ccccc3)cnc2O[C@@H]1CN(C)CC1CCOCC1 | 0.3
COc1ccccc1CN(C)C[C@H]1OCc2cn(nn2)CCCC(=O)N([C@@H](C)CO)C[C@@H]1C | -0.6

Compound activity (PubChem)
